KCNH2 WT inh = inhibitors of human wildtype KCNH2 potassium channel | activity change, % at 1.84 µM | Q12809 | hit rate 0.37% among 340,000 | U2OS, BacMam KCNH2, thallium flux FluxOr; stronger effect = lower value | AID 720551;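 active means maximum activity change below -70%; inconclusive means maximum activity change between -70% and -50%; inactive means maximum activity change above -50%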; further: on the % scale 0 is the no-effect control and ±100 the full control effect
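U2OS cells were transduced with wild-type KCNH2 virus (2.03 x 10^8 / mL) for 4 h at room temperature, then cultured overnight at 37 C. Thallium flux was read with FluxOr dye. Rate constants were normalized to DMSO controls.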
Coupling enz = coupling enzyme interference in Giardia aldolase counter-screen; coupling enzyme system counterscreen, AmpLite Red fluorescence; activity change, negative = inhibition, % at 58.2 µM, hits read low; hit rate 0.67% among 290,000; in the data active means activity change below about -30%; further: on the % scale 0 is the no-effect control and ±100 the full control effect
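Compounds tested against the coupling enzymes alone at 57.5 uM final; readout was AmpLite Red fluorescence (525/598 nm) after 20 min at RT.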
GALK inhibitor = blocks human galactokinase activity. hit rate 0.007% among 270,000. Purified GALK, Kinase-Glo residual ATP luminescence. P51570. AID 1868. Potency, µM (top dose mostly 57.5 µM), for the others: top-dose activity change, negative = inhibition, hits mostly inhibitors; further: potency means the concentration at half of the fitted maximal effect; on the % scale 0 is the no-effect control and ±100 the full control effect
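ATP-depletion format; final 35 uM ATP, 100 uM D-galactose, 5 nM enzyme; pH 8.0 HEPES/Mg2+ buffer; 60 min RT; luminescence read 10 min after detection reagent.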
TRPV1 ag = activates the human vanilloid receptor TRPV1 | Q8NER1 | TRPV1-expressing cells, Fluo-8 calcium influx, agonist mode | activation, % at 8.33 µM | hit rate 0.19% among 320,000; in the data active means activation above about 80%; inconclusive means between about 30% and that limit; further: 0% is about no effect
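Cells expressing TRPV1 were dye-loaded with Fluo-8 and read kinetically: 10 s baseline, 3 min after compound (agonist portion), then 2 min after EC20 capsaicin (allosteric enhancer portion). Calcium-bound dye fluorescence at 480/520 nm.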
a7 integrin act = activators of alpha7 integrin expression for muscular dystrophy | alpha7betagal myoblasts, beta-gal FDG fluorescence, 48 h | Potency, µM (doses to about 38.3 µM), inactives show at the top dose activation, hits mostly activators | hit rate 0.064% among 350,000 | AID 624291;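 further: potency means the concentration at half of the fitted maximal effect; 100% = response of the positive control SU9516; nearly all actives have a fitted effect of over 60% in size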
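alpha7betagal+/- myoblasts (passage 13, 250/well) treated 48 h at 37C with compounds at 1:260 dilution of DMSO stock. Lysed, then beta-galactosidase activity read as FDG fluorescence (ex 480/em 540) after 30 min, with pre-read for autofluorescence.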
S-ASM inh = blocks human secretory acid sphingomyelinase; P17405; placental ASM, HMU-PC fluorogenic substrate, 60 min; Potency, µM (top dose mostly 57.5 µM), inactives show top-dose activity change, negative = inhibition, most hits filed as inhibitors; hit rate 0.006% among 340,000; further: potency means the concentration at half of the fitted maximal effect
Target sequence (P17405 47-631 limits assumed): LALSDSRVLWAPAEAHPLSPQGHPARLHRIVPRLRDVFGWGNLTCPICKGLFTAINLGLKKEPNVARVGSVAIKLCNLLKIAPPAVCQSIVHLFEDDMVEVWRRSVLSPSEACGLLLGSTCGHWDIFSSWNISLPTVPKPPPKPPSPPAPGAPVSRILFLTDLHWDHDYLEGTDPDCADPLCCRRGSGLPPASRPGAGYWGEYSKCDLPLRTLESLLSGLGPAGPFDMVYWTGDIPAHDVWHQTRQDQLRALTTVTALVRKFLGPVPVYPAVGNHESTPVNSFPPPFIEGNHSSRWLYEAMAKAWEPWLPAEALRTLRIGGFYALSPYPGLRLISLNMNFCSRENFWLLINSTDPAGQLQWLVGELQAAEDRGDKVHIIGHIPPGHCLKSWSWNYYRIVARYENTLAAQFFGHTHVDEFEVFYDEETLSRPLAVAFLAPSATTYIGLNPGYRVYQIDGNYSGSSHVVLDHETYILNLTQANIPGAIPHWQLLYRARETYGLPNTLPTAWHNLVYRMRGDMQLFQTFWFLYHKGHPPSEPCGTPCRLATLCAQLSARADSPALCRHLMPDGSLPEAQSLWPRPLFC
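qHTS format. ASM enzyme prepared from human placenta hydrolyses the fluorogenic substrate HMU-PC0 (9 uM final) over 60 min at 37 °C after a 10 min compound preincubation.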
MLL CXXC-DNA inh = MLL CXXC-DNA interaction inhibition | Q03164 | MLL-CXXC / FITC-HOXA9 DNA fluorescence polarization | Potency, µM (top dose mostly 115 µM), without a hit: at the top dose activity change, negative = inhibition, actives largely listed as inhibitors | hit rate 0.037% among 290,000; active means well fitted inhibition curve with a large enough effect in the polarisation, with a control signal flat, not every such curve was filed as active; inconclusive means small, poorly fitted or top-dose-only effect, or effect the other way, or a change in a side signal; inactive means no such curve, though single readings can be large or run the other way; the % refers to the polarisation; further: potency means the concentration at half of the fitted maximal effect
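Purified MLL-CXXC (added from a 7 uM solution) was preincubated 5 min at ambient with pinned compounds in 50 mM Tris-HCl pH 7.5, 50 mM NaCl, 1 mM DTT, 0.05% BSA. Fluorescein-labeled HOX-A9 DNA (50 nM solution) followed, 30 min, then polarization read.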
AT treatment = potential ataxia-telangiectasia treatments restoring KAP-1 phosphorylation; […] A-T fibroblasts, KAP-1 phosphorylation AlphaLISA; neocarzinostatin DNA damage 30 min before lysis; Potency, µM (doses to about 57.5 µM), without a hit: at the top dose activation, usual class: activators; AID 485349; hit rate 0.19% among 320,000; further: potency means the concentration at half of the fitted maximal effect; % of control where 0% means no effect; nearly all actives have a fitted effect of over 45% in size
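ATM-like activity read as KAP-1 phosphorylation via AlphaLISA donor/acceptor antibody pairs after lysis and 6 hr at 25C. Cells were ATM-null patient fibroblasts ([…], hTERT), dosed 60 min, then exposed to the DSB inducer NCS for 30 min.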
MBNL1 CUG block = MBNL1-poly(CUG) RNA binding inhibition | Q9NR56 | TR-FRET MBNL1-His/biotin-(CUG)12 binding, 665/545 ratio | Potency, µM (series often up to 57.5 µM), for the others: top-dose activity change, negative = inhibition, actives largely listed as inhibitors | hit rate 0.036% among 280,000 | AID 2675; active means well fitted inhibition curve with a large enough effect in the signal ratio, with a control signal flat, not every such curve was filed as active; inconclusive means small, poorly fitted or top-dose-only effect, or effect the other way, or a change in a side signal; inactive means no such curve, though single readings can be large or run the other way; the % refers to the signal ratio; further: potency means the concentration at half of the fitted maximal effect; on the % scale 0 is the no-effect control and ±100 the full control effect
Target sequence (Q9NR56 whole entry, looked up): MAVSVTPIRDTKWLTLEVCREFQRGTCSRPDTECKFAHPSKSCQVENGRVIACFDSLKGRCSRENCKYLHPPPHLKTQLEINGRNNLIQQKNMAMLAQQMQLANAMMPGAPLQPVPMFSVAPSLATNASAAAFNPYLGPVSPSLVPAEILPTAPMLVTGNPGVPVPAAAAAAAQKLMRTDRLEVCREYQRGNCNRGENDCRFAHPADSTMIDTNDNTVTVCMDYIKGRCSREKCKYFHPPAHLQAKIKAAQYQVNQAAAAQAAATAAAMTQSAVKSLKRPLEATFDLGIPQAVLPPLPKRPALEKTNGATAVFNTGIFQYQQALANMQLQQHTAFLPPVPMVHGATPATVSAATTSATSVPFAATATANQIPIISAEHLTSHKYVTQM
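TR-FRET readout: Ex 340 nm, 665/545 nm emission ratio, normalized to buffer-only (basal) and MBNL1-(CUG)12 controls. Complex of MBNL1-His with Biotin-(CUG)12, compounds 92 nM–58 uM, incubated 60 min at room temperature.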
KCNH2 3.1 inh = KCNH2 3.1 (human) potassium channel inhibition; U2OS KCNH2 3.1, thallium flux FluxOr; stronger effect = lower value; activity change, % (tested at about 1.8 µM); hit rate 0.95% among 340,000;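 active means maximum activity change below -70%; inconclusive means maximum activity change from -70% to -50%; inactive means maximum activity change above -50%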;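 further: thallium influx rate constant from kinetic fluorescence after stimulation buffer; on the % scale 0 is the no-effect control and ±100 the full control effect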
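Channel expression came from 3.1 mutant virus (1.77 x 10^8 /mL) applied to suspended U2OS cells for 4 h. Flux was tracked with FluxOr dye plus Red40 quencher, and kinetic rate constants normalized to controls.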
An asterisk follows results filed as active; i = inactive; ? = inconclusive; nt = not tested or not shown; & = joins results of further samples; [ ] = remark or other dose. Unless noted, the call rests on the fitted dose curve; in most records, active means well fitted curve in the direction sought with a large enough effect; inconclusive means small, poorly fitted or top-dose-only effect, or another doubt; inactive means no such curve, though single readings can be large; an effect the other way counts as inactive or inconclusive.

SMILES	KCNH2 WT inh	Coupling enz	GALK inhibitor	TRPV1 ag	a7 integrin act	S-ASM inh	MLL CXXC-DNA inh	AT treatment	MBNL1 CUG block	KCNH2 3.1 inh
CCOc1cc(-c2nccc3cc(OC)c(OC)cc23)cc(OCC)c1OCC	17	5	12%	?	-41%	-1%	-13%&4%	-5%	0%	12
COc1cc2nc(COc3ccccc3[N+](=O)[O-])oc(=O)c2cc1OC	1	-5	nt	4	14%	8%	-20%	4%	12%	5
O=C(NCc1n[nH]c(=S)n1Cc1ccccc1)c1ccc(Cl)cc1Cl	-1	-1	4%	9	-20%	7%	8%	2%	nt	5
COC(=O)c1ccc(CSc2nccn2C)cc1	-8	4	0%	2	-7%	-2%	6%	2%	-10%	8
Cc1cc(C)c(CN2CCN(C(=O)Cn3ccc(N)nc3=O)CC2)c(C)c1	-8	nt	nt	-5	20%	-1%	nt	-9%	nt	-5
CC(=O)N/C(=C\c1ccccc1)C(=O)OCc1cccc(S(=O)(=O)N(C)C)c1	11	0	5%	6	-1%	-3%	-1%	-7%	4%	-3
COC(=O)c1ccc(CNC(=O)c2ccc(OCC(=O)N3CCOCC3)c(OC)c2)cc1	-152*	nt	nt	1	?	2%	nt	0%	nt	-193*
COc1ccc(N(CC(=O)N2CCN(c3cccc(Cl)c3)CC2)S(=O)(=O)c2c(C)noc2C)cc1	-2	nt	0%	2	-20%	-2%	10%	-6%	2%	-20
Cn1c(C2=C(O)CN(Cc3ccccc3)C2=N)nc2ccccc21	9	-1	-1%	nt	?	4%	-3%	-2%	nt	-2
CCOC(=O)/C(C#N)=C1\C(=O)N(Cc2ccccc2)c2ccccc21	-17	-26	0%	2	-35%[inhibitor]	-2%	-7%	-14%	13%	20
CC(C)(CO)CNC(=O)c1ccc(OC2CCN(C(=O)C3CC3)CC2)cc1	0	1	3%	-7	-30%	1%	0%	6%	-4%	10
CCCOc1ccc(-c2c(C(=O)N/N=C/c3ccsc3)nnn2-c2nonc2N)cc1	-23	nt	0%	?	?	2%	1%	3%	-9%	0
COc1ccc(/C=C(/NC(=O)c2ccccc2)C(=O)NCc2ccncc2)cc1	-5	-2	2%	7	-7%	-2%	3%	-1%	-4%	7
Cc1cc(C)n(CC(O)COc2ccccc2C)n1 (stereo not given)	4	1	9%	-3	?	4%	-3%	4%	0%	11
COc1cc(CC(=O)OCC(=O)NC(C)c2ccccc2)cc(OC)c1OC (stereo not given)	-10	nt	nt	nt	0%	-1%	nt	3%	nt	6
COc1cc(CN2CCCCCC2)cc(Br)c1O	-24	-1	0%	1	-2%	3%	27%	-9%	-3%	-20
Cc1ccc2oc(=O)n(Cc3ccc(OC(C)C)cc3)c2c1	7	1	1%	17	20%	-1%	-2%	-3%	-10%	-2
Oc1ccc(Cl)cc1CNn1cnnc1	-3	1	-1%	-6	-8%	1%	-2%	4%	-5%	1
Clc1cccc(Cl)c1CN1CCN(c2ncccn2)CC1	-11	-1	2%	4	-15%	4%	-3%	2%	0%	-17
O=C(NC(Cc1ccccc1)C(=O)O)C1CCN(S(=O)(=O)c2cccc(C(F)(F)F)c2)CC1 (stereo not given)	-6	23	nt	-2	-9%	7%	4%	-9%	-7%	2
CCCCOc1ccccc1NC(=O)c1scc2c1OCCO2	0	1	7%	1	-9%	-14%	-4%	15%	-2%	-12
COc1ccc(S(=O)(=O)N(C)c2ccc(C(=O)N3CCCCC3)cc2)cc1OC	4	0	-1%	-2	-64%[inhibitor]	5%	-13%	-3%	1%	7
CN(CCO)CCOCCOc1cccc2ccccc12	11	-47*	-1%	-1	-43%	0%	-3%	16%	-2%	-1
O=C1c2cccnc2C(Nc2ccccc2Br)N1Cc1ccco1 (stereo not given)	i	1	0%	-1	-29%	-2%	-1%	2%	-2%	-3
COc1ccc(C)cc1NC(=O)CN1CCN(S(=O)(=O)c2ccc(Cl)cc2)CC1	-2	-3	4%	3	20%	-3%	9%	-3%	1%	-12
CC(=O)c1cccc(OCc2cc(C(=O)NC3CCN(Cc4ccccc4)CC3)no2)c1	12	nt	1%	0	-49%[inhibitor]	-1%	?	8%	-1%	0
Cn1ncc(C(=O)Nc2ccc(Cl)cc2)c1C(F)(F)F	-1	7	nt	?	-23%	3%	-10%	0%	-9%	-8
CN(c1ccc(C(=O)NCC2CCCO2)cc1)S(C)(=O)=O (stereo not given)	1	0	0%	-3	9%	6%	-9%	7%	6%	7
O=CNc1ccc2c3c(cccc13)-c1ccccc1-2	-5	nt	nt	nt	-14%	i	nt	nt	nt	5
COC(=O)c1ccc(OCC2c3cc(OC)c(OC)cc3CCN2C(C)=O)cc1 (stereo not given)	-13	2	5%	2	-37%	-5%	3%	-6%	nt	8
O=C(Nc1ccc(F)cc1F)Nc1ccccc1C(=O)NCCN1CCNC1=O	0	-1	-2%	nt	?	-1%	-2%	-3%	nt	24
C=CCc1cccc2cc(C(=O)NC)c(=O)oc12	4	0	0%	-4	-7%	-1%	-4%	0%	?	nt
Cc1ccc(N(CC(=O)N2CCc3ccccc32)S(=O)(=O)c2cccs2)cc1	4	-1	-2%	1	-21%	-1%	1%	-3%	9%	-2
CCOC(=O)C1=NOC2C3CC(C12)C1C(=O)N(CCc2ccc(OC)c(OC)c2)C(=O)C31 (stereo not given)	-4	1	-2%	2	15%	-3%	-8%	-7%	9%	-4
Cc1ccccc1OCC(=O)N/N=C/c1cccc(Oc2ccc([N+](=O)[O-])cc2[N+](=O)[O-])c1	-21	-49*	1%	-5	-56%[inhibitor]	-2%	12%	4%	?	-15
O=C(Nc1ccc2nsnc2c1)c1cccs1	-1	2	2%	13	0%	27%	2%	1%	?	3

Some of the entries so far, with values under each structure.
Order of results: KCNH2 WT inh	Coupling enz	GALK inhibitor	TRPV1 ag	a7 integrin act	S-ASM inh	MLL CXXC-DNA inh	AT treatment	MBNL1 CUG block	KCNH2 3.1 inh
> C=CCc1cccc2cc(C(=O)NC)c(=O)oc12
→ 4	0	0%	-4	-7%	-1%	-4%	0%	?	nt
> Cc1ccc(N(CC(=O)N2CCc3ccccc32)S(=O)(=O)c2cccs2)cc1
→ 4	-1	-2%	1	-21%	-1%	1%	-3%	9%	-2
> CCOC(=O)C1=NOC2C3CC(C12)C1C(=O)N(CCc2ccc(OC)c(OC)c2)C(=O)C31 (stereo not given)
→ -4	1	-2%	2	15%	-3%	-8%	-7%	9%	-4

Further results
SMILES	KCNH2 WT inh	Coupling enz	GALK inhibitor	TRPV1 ag	a7 integrin act	S-ASM inh	MLL CXXC-DNA inh	AT treatment	MBNL1 CUG block	KCNH2 3.1 inh
O=C(NCc1ccco1)c1ccccc1SCC(=O)N1CCCC1	-4	nt	nt	1	2%	-1%	nt	-11%	nt	0
Cc1ccc(S(=O)(=O)N2CCC(C(=O)NCCCN3CCOCC3)CC2)cc1	2	nt	nt	-5	-13%	1%	nt	10%	nt	4
COc1cccc(C(=O)Nc2c3c(nn2-c2ccc(Cl)cc2)CS(=O)(=O)C3)c1OC	2	0	4%	-1	1%	-4%	-6%	-2%	-4%	2
CCOCCCn1c(SCC(=O)Nc2ccccc2OC)nc2ccccc2c1=O	17	4	4%	30	15%	-2%	0%	1%	-2%	-3
CCCn1c2ccc(F)cc2c2nnc(SCCN3CCOCC3)nc21	-10	-1	10%	8	-7%	-3%	4%	3%	?	5
CCCn1c(SCC(=O)Nc2cccc(F)c2)nc(O)cc1=O	7	nt	nt	-5	22%	0%	nt	1%	nt	-3
COc1ccc(S(=O)(=O)CC(=O)c2cc(C)c(O)c(C)c2)cc1	28	-3	4%	8	-11%	4%	?	7%	?	-5
CC12C(=O)N(c3ccc(C(=O)N4CCOCC4)cc3)C(=O)C1C1c3ccccc3C2c2ccccc21 (stereo not given)	nt	-3	-3%	?	nt	nt	14%	3%	nt	nt
Cc1cc(NC(=O)CSc2nnc(-c3ccccc3C)n2C)no1	5	nt	nt	1	19%	-1%	nt	7%	nt	23
COc1ccc(NC(=O)NC2CCCCC2C)cc1 (stereo not given)	nt	0	-2%	15	1%	-1%	3%	-1%	1%	0
CCc1ccc2oc(C(=O)Nc3nonc3CC)c(C)c2c1	-8	-3	2%	3	-26%	-1%	3%	-1%	-3%	-17
Cc1ccc2nsnc2c1S(=O)(=O)NCc1ccc2c(c1)OCO2	2	1	-5%	1	2%	0%	-1%	-2%	?	0
Cc1ccc(C)c(OCCC(=O)OCc2csc(CC(=O)Nc3ccccc3C)n2)c1	-6	nt	nt	7	0%	-1%	nt	16%	nt	1
CC(=O)N(CC(=O)O)c1ccccc1	14	-1	2%	3	-15%	4%	8%	15%	-2%	-1
CCNC(=O)c1ccc(-n2nc(C)cc2-c2ccccc2)cc1	6	4	-2%	22	-13%	-2%	1%	-1%	4%	5
O=C(Nc1ccc(S(=O)(=O)NC2=NCCCCC2)cc1)c1cccc(S(=O)(=O)N2CCOCC2)c1	3	nt	nt	nt	8%	0%	nt	11%	nt	0

Source: PubChem BioAssay
